Scp1 inh: blocks human Scp-1 phosphatase activity. Q9GZU7. Recombinant Scp1, phosphopeptide, malachite green phosphate absorbance. inhibition, % at 20 µM. 340,000 tested, 0.88% active. AID 493091;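 active = inhibition above about 50% at 20 µM, limit read from the data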;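 also: plate controls were DMSO wells with enzyme for no effect and wells lacking enzyme for full effect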
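Test system – truncated SCP-1 phosphatase (76-261aa) · Reagent – Phosphorylated 17-residue peptide substrate · Incubation – 45 min room-temperature reaction, 5 min colour, 30 min stabiliser · Detection – colorimetric phosphate reagent with accelerator and stabiliser, absorbance at 630 nm · Measure – % inhibition at 20 µM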
STEP block: STEP (human) phosphatase inhibition. P54829. recombinant STEP, OMFP fluorogenic substrate, fluorescence. inhibition, % at 20 µM. 360,000 tested, 0.25% active. AID 588621;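 active = inhibition at 20 µM, scaled per plate between control wells, above about 37%, limit read from the data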;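 also: 0% = DMSO with enzyme and substrate and 100% = substrate only without enzyme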
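Measure: Control-normalized % inhibition with plate pattern correction | Test system: STEP phosphatase, cell-free reaction | Medium: pH 6.0 Bis-Tris with DTT and Tween 20 | Technique: Fluorescence, 480/540 nm | Times: Reaction 20 min, ambient temperature | Doses: Single compound dose of 20 µM, 1% DMSO final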
Rin1-Abl PPI inh: human Rin1-Abl interaction inhibition; inhibition, % at 7.35 µM; 360,000 tested, 0.4% active; AID 588664; TR-FRET Rin1/Abl binding, biochemical; P00519+Q13671; in the data active = inhibition above about 5%, passing the limit was not always enough
LMPTP inh: LMPTP (human) inhibition. inhibition, % at 20 µM. recombinant LMPTP-A, OMFP fluorogenic substrate, fluorescence intensity. P24666. AID 651560. 360,000 tested, 0.22% active;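 active = compounds that cut the enzyme signal by at least half of the control window in the single-dose screen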;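 also: plate controls were DMSO wells with enzyme plus substrate for no effect and substrate without enzyme for full effect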
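Test system – LMPTP-A enzyme · Amount – LMPTP-A at 0.625 nM final in the reaction · Buffer or medium – Bis-Tris pH 6.0, DTT, detergent · Reagent – OMFP 400 µM · Doses – single 20 µM dose · Schedule – reaction 50 min, room temperature, dark · Detection – fluorescence intensity of OMFP turnover product · Evaluation – percent inhibition versus substrate-only and uninhibited controls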
DNMT1 block: DNMT1 (human) enzyme inhibition | P26358 | DNMT1 molecular beacon, Hinp1I cleavage, fluorescence | inhibition (reported as % activation of signal), % at 10 µM | 360,000 tested, 0.83% active | AID 588458; in the data active = inhibition above about 50%
CSN inh: blocks human CSN-mediated cullin deneddylation. Q92905. Purified CSN, SCF-Nedd8-OG deneddylation, fluorescence polarization. inhibition, % at 12.5 µM. 360,000 tested, 0.38% active. AID 651999;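 active = pattern-corrected inhibition above about 35%, with an unprinted fluorescence ratio check between 0.5 and 1.5, limit read from the data, passing the limit was not always enough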;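 also: 0% = enzyme with substrate and 100% = substrate without enzyme; some results filed as inactive read as strong as hits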
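Test system: purified human Csn5 enzyme expressed in HEK293T cells. Amount: 0.24 nM enzyme. Reagent: SCFSkp2-Nedd8OG substrate at 10 nM final. Schedule: 90 min incubation of compound, enzyme and substrate at room temperature. Detection: fluorescence polarization. Read-out: % inhibition of substrate cleavage by Csn5.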
Neddylation inh: inhibitors of human cullin neddylation. 360,000 tested, 0.58% active. AID 651699. P61081+Q13564. calls only at 25 µM. TR-FRET cullin neddylation, biochemical; in the data active = inhibition above about 36%
SUMO1 PPI mod: alters human SUMO1 binding to SIM partners; P63165; SUMO1 binding to a labelled peptide, TR-FRET, 1 h; inhibition, % at 20 µM; 360,000 tested, 0.33% active; AID 602429; in the data active = inhibition above about 37%
NadD inh: inhibitors of Staphylococcus aureus NadD; purified NadD enzyme, colorimetric absorbance read-out; inhibition, % at 20 µM; 360,000 tested, 0.78% active; AID 602399; in the data active = inhibition above about 26%; also: some compounds past the cut are filed as inactive
Rpn11 inh: inhibitors of human proteasome Rpn11; O00487; human 26S proteasome, Ub4-pepOG fluorescence polarization; 20S core pre-blocked with epoxomicin; calls only at 20 µM; 360,000 tested, 0.59% active; AID 588493;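 active = inhibition at 20 µM, scaled to each plate's controls, above about 33%, limit read from the data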
The depositor's hits bear a star; i = inactive; nt = not tested or not shown; + = active, no number.

SMILES	Scp1 inh	STEP block	Rin1-Abl PPI inh	LMPTP inh	DNMT1 block	CSN inh	Neddylation inh	SUMO1 PPI mod	NadD inh	Rpn11 inh
COCCn1c(SCC(=O)Nc2nnc(C)s2)nnc1-c1ccoc1C	-4	-6	4	-1.0	0	-4	i	0	-4	i
C=CCn1c(=O)c2ccccc2n2c(SCC(=O)O)nnc12	-8	-1	2	-2.1	1	-4	i	4	-2	i
Cn1cc([C@]2(O)C(=O)Nc3ccc(OC(F)(F)F)cc32)c2ccccc21	nt	nt	nt	0.1	nt	-6	i	1	nt	nt
COc1ccc(Cl)cc1C(=O)Nc1ccc(S(N)(=O)=O)cc1	-5	9	1	1.3	2	-2	i	1	-6	i
OCCCNc1ncnc2c1ncn2[C@H]1CN(C2CCCC2)C[C@@H](CO)O1	nt	-2	0	-2.3	5	3	i	0	1	i
Cc1ccc(OCCn2cc(/C=C(\C#N)C(=O)NCC3CCCO3)c3ccccc32)cc1 (configuration not stated)	-9	2	1	5.6	-10	-10	i	-12	-10	i
COc1cc(C(C)=O)ccc1OCC(O)Cn1nc(C)c(C(C)=O)c1C (configuration not stated)	0	0	-3	0.4	1	2	i	2	3	i
COc1ccc(S(=O)(=O)Nc2ccc(CC#N)cc2)cc1	-14	-1	2	-0.1	0	2	i	2	7	i
C[C@@H]1CN([C@@H](C)CO)C(=O)c2cc(-c3ccccc3F)cnc2O[C@H]1CN(C)Cc1cccc(F)c1	nt	0	-2	-4.0	1	-3	i	-1	-4	i
CS(=O)(=O)N1CCC(C(=O)Nc2ccc(C(N)=O)cc2)CC1	-10	-2	0	-1.3	1	-1	i	1	-8	i

Rewritten with each value named: 2 of the compounds above.
C=CCn1c(=O)c2ccccc2n2c(SCC(=O)O)nnc12
  Scp1 inh = -8
  STEP block = -1
  Rin1-Abl PPI inh = 2
  LMPTP inh = -2.1
  DNMT1 block = 1
  CSN inh = -4
  Neddylation inh = i
  SUMO1 PPI mod = 4
  NadD inh = -2
  Rpn11 inh = i
Cn1cc([C@]2(O)C(=O)Nc3ccc(OC(F)(F)F)cc32)c2ccccc21
  Scp1 inh = nt
  STEP block = nt
  Rin1-Abl PPI inh = nt
  LMPTP inh = 0.1
  DNMT1 block = nt
  CSN inh = -6
  Neddylation inh = i
  SUMO1 PPI mod = 1
  NadD inh = nt
  Rpn11 inh = nt

(listing goes on)
SMILES	Scp1 inh	STEP block	Rin1-Abl PPI inh	LMPTP inh	DNMT1 block	CSN inh	Neddylation inh	SUMO1 PPI mod	NadD inh	Rpn11 inh
COc1ccccc1C(=O)Nc1ccc(S(=O)(=O)Nc2nccs2)cc1	-2	0	3	0.3	1	3	i	7	3	i
CCOC(=O)c1cnc2ccc(C)cc2c1NCCN1CCOCC1	-10	-1	1	0.4	2	-4	i	4	-8	i
CN(C)CCNS(=O)(=O)c1ccc(Cl)cc1	-5	-1	-3	-7.4	-1	13	i	-3	2	i
COC(=O)Cn1c(O)c(N=NC(=O)CNC(=O)c2ccncc2)c2ccccc21	-1	1	-4	0.1	3	5	i	-39	4	i
COc1ccc(NC(=O)/C(Cl)=C(/Cl)S(=O)Cc2ccc(Cl)cc2)cn1 (configuration not stated)	-2	4	0	-0.4	14	-4	i	5	9	i
Cc1ccccc1NC(=O)Cc1cccc(C(F)(F)F)c1	-1	2	6	0.0	2	-2	i	-1	-5	i
CC(C)NC(=NCc1ccc(Cl)cc1Cl)Nc1ccccc1	-7	-2	0	7.8	2	5	i	2	2	i
Oc1cccc(-c2nc3c4c(ncn3n2)-c2ccccc2CC42CCCC2)c1	-4	-1	0	2.9	-21	-4	i	0	6	i
CNc1snc(C)c1C(=O)OCC(=O)N(C)c1ccccc1	-8	-2	2	-0.5	1	-1	i	5	6	i
COc1ccc(Br)cc1C(=O)Nc1ccccc1N1CCN(C(=O)c2ccccc2)CC1	6	-1	-3	3.2	1	0	i	11	7	i
Cc1ccc(Nc2nc(N)c([N+](=O)[O-])c(N3CCOCC3)n2)cc1C	-2	1	-2	0.1	5	0	i	-4	4	i
COc1ccc(C(=O)COC(=O)c2nn(C)cc2Cl)cc1	1	-2	1	-0.2	3	0	i	-6	-2	i
O=C(CS(=O)(=O)c1ccccc1)Nc1cccnc1	-1	-2	-3	-2.7	1	-1	i	1	-2	i
CC1CCc2[nH]nc(C(=O)O)c2C1 (configuration not stated)	-7	1	0	-0.9	-1	4	i	-5	-6	i
Cn1c(=O)n(Cc2ccc(F)cc2)c(=O)c2c1nc1n2CCN1Cc1ccco1	-5	0	-3	-0.8	-1	-3	i	9	-3	i
COc1ccc(C)cc1NC(=O)Cc1c(C(=O)O)n(C)c2ccccc12	-19	-2	-1	-1.5	-2	0	i	2	-9	i
Cc1cc(NC(=O)c2cc(S(=O)(=O)N3CCCCC3)ccc2C)no1	20	0	3	2.0	44	6	i	3	9	i
C/C(CC(=O)NC1CCCC1)=N\NC(=O)Cc1cccs1	-3	-2	1	0.4	0	3	i	-4	-3	i
Cc1cc(C)cc(OCC(=O)OCC(=O)Nc2cc(S(=O)(=O)N3CCOCC3)ccc2C)c1	2	-3	-1	0.5	2	-3	i	-2	-3	i
N#Cc1c(NC(=O)c2cnn3cccnc23)sc2c1CCCC2	-4	5	3	-0.2	8	-3	i	12	0	i
NC(=O)CSc1nc(O)cc(=O)n1-c1ccccc1	-9	1	1	-2.5	2	2	i	2	-4	i
COc1ccc(C(=O)N/C(=C/c2cccnc2)C(=O)N2CCN(C)CC2)cc1OC	0	-2	-1	-3.0	4	4	i	-3	1	i
Cc1cccc(NC(=O)CSc2nccn2C)c1	-3	-5	4	0.8	3	-3	i	3	0	i
Cc1ccc2nc3ccc(N4CCCC4)nn3c(=O)c2c1	-7	-4	1	2.3	-1	-14	i	4	2	i
O=C(Nc1nc(-c2ccccc2)ns1)c1ccncc1	-4	-1	-2	0.1	1	3	i	-5	6	i
CCOc1ccccc1N1CC(C(=O)Nc2cc(Cl)ccc2C)CC1=O (configuration not stated)	-5	-5	3	0.2	2	-1	i	4	-11	i
CC(=O)Cn1c(CN2CCCC2)nc2ccccc2c1=O	-8	-5	1	0.2	1	4	i	-1	2	i
O=C(NCCc1ccccc1F)C1C(=O)Nc2ccccc2C(=O)N1C1CCCCC1 (configuration not stated)	nt	nt	nt	-0.4	nt	-1	i	-1	nt	nt
CCCCCCOc1ccc(/C(C)=N/NC2=NCCN2)cc1[N+](=O)[O-]	1	9	-4	-2.2	9	-2	i	-11	5	i
COc1ccc(NC(=O)[C@@H]2CCCN2C(=O)c2cccs2)cc1S(=O)(=O)N1CCCCC1	-10	-2	1	-1.4	1	3	i	7	3	i
CCC(C)N(C(=O)CSc1nc2ccc(OC)cc2[nH]1)C1CCS(=O)(=O)C1 (configuration not stated)	-8	-1	2	-0.3	6	3	i	2	-4	i
COCCCNC(=S)N/N=C/c1ccc2c(c1)OCO2	-11	2	0	0.5	-1	5	i	-11	0	i
N#CCCN(C(=O)COC(=O)CSc1ccc(Cl)cc1)c1ccccc1	-10	2	1	-0.4	-1	-4	i	5	-2	i
O=C(COC(=O)c1ccccc1[N+](=O)[O-])Nc1cc(S(=O)(=O)N2CCOCC2)ccc1N1CCCC1	-11	-1	5	-0.2	1	-3	i	-16	-8	i
CC(=O)c1ccccc1NCC(=O)Nc1ccc(C)cc1	-9	6	-2	-0.8	-2	-1	i	-2	-2	i
CC1(C(=O)NS(=O)(=O)c2cccs2)CCN1C(=O)CCc1ccc(Cl)cc1Cl (configuration not stated)	nt	-2	-1	-1.4	2	5	i	2	-7	i
CC(NS(=O)(=O)c1cccc(Cl)c1)C(=O)Nc1ccc(-c2nc3ccccc3s2)cc1 (configuration not stated)	49	-9	-2	2.9	-6	0	i	3	8	i
CCCn1cc(C(=O)OCC)c(=O)c2cc(F)c(F)cc21	0	-2	-1	-2.1	5	-3	i	0	-3	i
Cc1ccc(C)c(N2CCN(c3nnnn3-c3ccccc3)CC2)c1	8	-2	-3	1.4	-1	-2	i	2	0	i
O=C(Cn1c(C(F)(F)F)nc2ccccc21)N1CCCC1	-3	2	-4	-1.4	3	3	i	2	1	+
COc1cc(SC)ccc1C(=O)Nc1ccccc1C#N	0	-1	3	-0.4	-2	2	i	-3	-2	i
Cn1c(CCNS(=O)(=O)c2ccc(F)cc2)nnc1SCc1cccnc1	-10	2	0	-1.9	-3	1	i	4	7	i
CC(=O)N1N=C(c2ccccc2)OC1c1ccc([N+](=O)[O-])s1 (configuration not stated)	-9	-2	2	0.3	-6	13	i	-9	-3	i
COc1ccccc1N1CCN(C2CCCN(C(=O)c3cc(C(C)C)on3)C2)CC1 (configuration not stated)	nt	0	1	2.1	3	0	i	-5	-4	i
COc1cc(C2CC(=O)NC3=C2C(=O)CC(C)(C)C3)cc(OC)c1O (configuration not stated)	20	1	0	-0.3	2	-3	i	0	0	i
Cc1cc(SCC(=O)NN=C2CCN(C(C)C)CC2)c(C)cc1Br	-3	-2	0	-0.3	1	-11	i	1	-4	i
Cc1cc(Cl)ccc1C(=O)C1CCCN(C(=O)c2nonc2C)C1 (configuration not stated)	-10	-1	4	0.7	-1	-2	i	4	-7	i
O=C1NC(Cc2ccccc2)c2nc3cc(F)c(F)cc3c(=O)n2-c2ncccc21 (configuration not stated)	nt	-4	0	-2.1	1	2	i	7	2	i
Nc1cccc2c1C(=O)N(CCOc1ccccc1F)C2=O	56*	-2	-3	-1.6	0	-3	nt	-29	-4	i
O=C(COc1ccccc1)Nc1ccc2c(c1)Cc1cc(NC(=O)COc3ccccc3)ccc1-2	6	-2	0	7.6	33	2	i	-1	27	i
(listing goes on)
SMILES	Scp1 inh	STEP block	Rin1-Abl PPI inh	LMPTP inh	DNMT1 block	CSN inh	Neddylation inh	SUMO1 PPI mod	NadD inh	Rpn11 inh
O=C(NCc1ccccc1)C1CCN(S(=O)(=O)c2cc([N+](=O)[O-])ccc2Cl)CC1	1	-1	1	-0.6	-3	-5	i	-24	-3	i
Oc1ccccc1C=NC1=NN(c2cccc(C(F)(F)F)c2)CC1	-5	3	-1	-1.8	-7	1	i	-2	10	i
Cc1c(C(=O)NCc2ccc3c(c2)OCO3)sc(=O)n1Cc1ccc(S(C)(=O)=O)cc1	nt	-1	-1	0.1	5	-3	i	-1	5	i
COC(=O)CSc1nc2ccccc2o1	-1	2	3	0.6	2	0	i	-3	-3	i
O=C(COC(=O)c1ccc(Cl)c(S(=O)(=O)N2CCN(c3ccc(F)cc3)CC2)c1)Nc1cccc(Cl)c1	11	10	-1	3.6	6	-1	i	0	19	i
CCOC(=O)c1c(NC(=O)CN2C(=O)NC3(CCCCC3)C2=O)sc(C)c1-c1ccc(C)cc1	-1	-1	-2	-0.5	1	-10	i	14	7	i
COC(=O)[C@]12CCCCC=C1N(Cc1ccc3c(c1)OCO3)C(=O)[C@H](CC(=O)N1CCCC1)C2	nt	nt	nt	-0.6	nt	0	i	8	nt	nt

Source: PubChem (several laboratories)
